# TDP1 block: TDP1 (human) enzyme inhibition | AID 485290 | Q9NUW8 | recombinant TDP1, AlphaScreen DNA substrate cleavage | hit rate 0.28% among 350,000 | Potency, µM (series often up to 130 µM), for the others: at the top dose activity change, negative = inhibition, actives largely listed as inhibitors; also: nearly all actives have a fitted effect of over 40% in size
# Target sequence (Q9NUW8 whole entry, looked up): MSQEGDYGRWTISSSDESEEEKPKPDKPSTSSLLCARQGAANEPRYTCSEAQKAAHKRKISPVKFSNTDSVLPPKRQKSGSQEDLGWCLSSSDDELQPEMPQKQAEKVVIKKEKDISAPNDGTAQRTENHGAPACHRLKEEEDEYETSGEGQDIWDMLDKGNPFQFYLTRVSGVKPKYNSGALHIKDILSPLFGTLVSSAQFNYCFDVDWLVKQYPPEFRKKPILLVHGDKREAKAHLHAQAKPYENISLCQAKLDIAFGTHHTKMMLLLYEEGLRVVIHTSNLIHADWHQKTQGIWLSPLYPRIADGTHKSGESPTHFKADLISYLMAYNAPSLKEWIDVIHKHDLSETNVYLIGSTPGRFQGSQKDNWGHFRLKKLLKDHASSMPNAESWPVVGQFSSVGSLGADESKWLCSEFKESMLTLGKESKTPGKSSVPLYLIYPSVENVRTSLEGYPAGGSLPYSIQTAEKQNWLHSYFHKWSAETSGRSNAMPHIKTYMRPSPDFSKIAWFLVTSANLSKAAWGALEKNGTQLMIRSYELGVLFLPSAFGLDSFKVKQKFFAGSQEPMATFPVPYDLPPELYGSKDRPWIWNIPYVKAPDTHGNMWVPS
#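 Steps: enzyme plus compound, 15 min RT; add biotin/phosphotyrosine-FITC oligonucleotide (15 nM final), react 5 min; add donor/acceptor beads (10 ug/ml final), 10 min; read AlphaScreen. Tdp1 at 1 nM final.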
# N370S GC mod: inhibits or activates N370S mutant glucocerebrosidase; Potency, µM (series often up to 59.4 µM), without a hit: at the top dose activity change, negative = inhibition, actives largely listed as inhibitors; N370S GC spleen homogenate, 4MU-glucoside fluorescence; hit rate 0.092% among 330,000; P04062; AID 2101;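 also: 0% = full enzyme activity and -100% = no enzyme basal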
# FEN1 inhibitor: inhibitors of human flap endonuclease 1 | P39748 | Recombinant FEN1 flap cleavage, fluorescence, 15 min | Potency, µM (titrated, usually from 114 µM), inactives show top-dose activity change, negative = inhibition, usual class: inhibitors | hit rate 0.35% among 390,000; also: nearly all actives have a fitted effect of over 65% in size
# Target sequence (P39748 whole entry, looked up): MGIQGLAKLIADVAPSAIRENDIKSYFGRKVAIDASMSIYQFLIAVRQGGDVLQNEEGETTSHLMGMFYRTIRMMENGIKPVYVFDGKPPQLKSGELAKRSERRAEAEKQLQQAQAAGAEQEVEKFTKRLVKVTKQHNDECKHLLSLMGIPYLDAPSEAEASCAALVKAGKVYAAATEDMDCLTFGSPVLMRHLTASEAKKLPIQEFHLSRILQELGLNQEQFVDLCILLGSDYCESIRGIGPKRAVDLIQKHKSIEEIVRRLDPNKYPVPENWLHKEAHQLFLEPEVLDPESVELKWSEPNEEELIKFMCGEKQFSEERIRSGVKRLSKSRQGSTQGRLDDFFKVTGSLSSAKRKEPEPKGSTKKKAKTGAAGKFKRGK
#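 Enzyme 10 nM, 15 min RT preincubation with compound; start with substrate 50 nM final; reads at 0 and 15 min; qHTS titration, four-parameter Hill fit.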
# Starred values were filed as active, the others as inactive; ? = inconclusive; nt = no result given; & = joins results of further samples; [ ] = another dose, or the depositor's remark. Calls follow the shape of the dose curve; as a rule, active = well fitted curve in the direction sought with a large enough effect; inconclusive = small, poorly fitted or top-dose-only effect, or another doubt; inactive = no such curve, though single readings can be large; an effect the other way counts as inactive or inconclusive. Unless noted, % is scaled to controls: 0 for no effect and ±100 for the full control effect; potency is read from the fitted curve at half-maximal effect.
TDP1 block | N370S GC mod | FEN1 inhibitor | molecule
-10%[56.1 µM] | 7%&-4% | -17% | CCCCC1C(=O)N(c2ccccc2)N(c2ccc(O)cc2)C1=O (stereo not given)
2% | nt | 13% | COc1ccc(NC(=O)Cn2c(=O)n(-c3ccccc3)c(=O)c3ccc(C(=O)NCc4ccc5c(c4)OCO5)cc32)cc1
2% | nt | 7% | COC(=O)c1c(C)[nH]c(C(=O)C(C)OC(=O)C2CC2)c1C (stereo not given)
3% | ? | 6% | COc1ccc(CN2C(=O)c3c(c(C)n(C)c3C)C2C(=O)NC2CCC(C)CC2)cc1 (stereo not given)
nt | 24% | -7% | C=CCOc1ccccc1/C=N/NC(=O)Cc1ccc(C)cc1
6% | -9% | 9% | Cc1ccc2c(c1)nnn2C1CCN(S(=O)(=O)c2ccc(C(=O)N3C(C)CCCC3C)cc2)CC1 (stereo not given)
1% | nt | ? | COc1cc2sc3cc(NCCCN4CCOCC4)ccc3c(=O)c2cc1OC
nt | -3% | 0% | COc1cccc(CNC(=O)c2ccccc2SCC(=O)N2CCCC2)c1
-2% | nt | -7% | COc1ccc(N2C(=O)CS(=O)(=O)C23C(=O)N(Cc2ccccc2)c2ccccc23)cc1 (stereo not given)
10%[0.505 µM] | ? | 0% | CN(C(=O)Cn1cnc2ccccc2c1=O)C1CCS(=O)(=O)C1 (stereo not given)
5% | -8% | 2% | Nc1cc2c(cc1O)CCCC2
7% | -1% | 8% | COc1ccccc1CC(NC(C)=O)C(=O)N1CCN(C(=O)Nc2ccccc2Cl)CC1 (stereo not given)
-3% | nt | 16% | Cc1nc2c(c(C)nn2C(C)(C)C)c(C)c1CCC(=O)Nc1ccc(F)cc1
0% | -2% | -6% | CC1(C)Cc2c(sc3nc4n(c(=N)c23)CCCCC4)CO1
4% | -11% | -6% | C=CCn1c(NCCO)nc2sc3c(c2c1=O)CCC3
-6%[21 µM] | 1%[12.8 µM] | nt | CCN1C(=O)[C@@H]2[C@H]3C(=CC[C@H]2C1=O)C(=O)[C@H]1OC1[C@H]3O (stereo not given in full)
-1% | -6% | -8% | O=C1N(c2ccc(Cl)c(Cl)c2)CN(Cc2ccccc2)CN1n1cnnc1
0% | 4% | 0% | Cc1noc(C)c1CSc1nc2ccccc2s1
nt | -4% | 6% | CC(C)n1c(=S)[nH]c2cc(Cl)ccc21
nt | 0% | 14% | NC(=O)OCC(O)COc1ccc(Cl)cc1 (stereo not given)
0% | ? | -21% | Cc1ccc(-c2ccc(/C=C3/NC(=O)NC3=O)o2)cc1[N+](=O)[O-]
0% | -13% | -12% | O=C(O)c1ccccc1C(=O)Nc1ccc(-n2nccc2C(F)(F)F)cc1
7% | nt | 0% | CCCCN1C(=O)c2[nH]nc(-c3ccccc3O)c2C1c1ccc(OCc2ccccc2)cc1 (stereo not given)
14%[56.1 µM] | -4% | nt | COC(=O)C[C@](O)(CCCC(C)(C)O)C(=O)O[C@@H]1C(OC)=C[C@]23CCCN2CCc2cc4c(cc2[C@H]13)OCO4
5% | 5% | -4% | Cn1c(=O)n(C)c2cc(C(=O)c3ccccc3)ccc21
2% | ? | -8% | COc1ccccc1OCC(=O)N(Cc1nc(-c2ccc(Cl)cc2)no1)C(C)C
nt | 0% | ? | COc1ccc(O)c(C(=O)c2cc(SCC(=O)O)c3nc4sc5c(c4c(=O)n3c2)CCCC5)c1
8% | -19% | 2% | Cn1cc(CNCc2cn(C)nc2-c2ccc(C3CCCCC3)cc2)cn1
0% | nt | -2% | CCOc1ccc(C(CC(=O)O)N2Cc3ccccc3C2=O)cc1OC (stereo not given)
9% | 0% | -7% | COc1ccc(-c2nc3ccccc3c(=O)n2CCN2CCOCC2)cc1
14%[12.3 µM] | 4%[12.8 µM] | 11% | COC(=O)C1=C(C(=O)OC)[C@@H]2N(C)c3ccccc3[C@@]23C[C@@H](C(=O)OC)N(C(=O)c2ccco2)C3=N1
2% | -1% | -11% | Cc1cc(C)c2nc(N3CCCC(C(=O)N4CCN(c5ncccn5)CC4)C3)sc2c1 (stereo not given)
1% | -3% | -3% | O=C1NC(c2cccnc2)C(C(=O)c2cccs2)C(O)(C(F)(F)F)N1 (stereo not given)
4% | -1% | -20% | Cc1csc(Nc2ccccc2C(F)(F)F)n1
5% | ? | 3% | Clc1ccc(-n2nnnc2-c2cnc3ccccc3c2-c2ccccc2)cc1
nt | -2% | -10% | O=C1c2ccccc2C(=O)c2c1cccc2-n1nnc2ccccc21
3% | 1% | -8% | CCCS(=O)(=O)N1CCCC(C(=O)NCCN2CCCCC2C)C1 (stereo not given)
0%[56.1 µM] | nt | -17% | O=C(CCNC(=O)c1ccc(Cl)cc1)Nc1ccc(S(=O)(=O)N2CCOCC2)cc1
5% | -20% | -8% | CC1(C)Cc2c(sc3c2c(=N)n(Cc2ccco2)c(=O)n3CC(=O)Nc2ccc(Cl)cc2)CO1
-4% | 8% | -7% | O=C(CN(C(=O)C1CSC(=O)C1)c1ccccc1F)NCc1ccc2c(c1)OCO2 (stereo not given)
-1% | nt | -18% | CCC[C@@H](CN1CCC[C@H]1CN1C(N)=NC[C@@H]1Cc1ccccc1)N1C[C@@H]([C@H](C)CC)N(CCc2ccc(Cl)c(Cl)c2)C1=N
2%[56.1 µM] | 1% | -6% | CCOc1ccc(-c2cc(C(=O)N/N=C(\C)c3cccnc3)c3ccccc3n2)c(OCC)c1
9% | nt | -3% | Cc1cc(C(=O)COC(=O)c2ccccc2O)c(C)n1CC1CCCO1 (stereo not given)
3% | -9% | -4% | CNC(=S)N/N=C(\C)c1cccc([N+](=O)[O-])c1
10% | -21% | 7%&-12% | CCC/C=C1/CCCOC(C(=O)NCCN2CCOCC2)(C(F)(F)F)C1 (stereo not given)
3% | 4% | -8% | CSc1ccc(Cl)c(C(=O)NCC(C)C)c1
7% | -15% | -9% | O=S(=O)(Nc1ccccc1)c1ccc(NS(=O)(=O)c2c(F)cccc2F)cc1
nt | -6% | 19% | CCOC(=O)c1cc(NC(=O)N(C(C)C)C2CCCCC2)c(C)nc1C
1% | -6% | 12% | O=C(N/N=C/c1ccc(OCc2ccccc2)cc1)c1ccco1
4% | 4% | -15% | COc1ccc(NS(=O)(=O)c2ccc(O)c(C(=O)OCC(=O)Nc3ccc4c(c3)OCCO4)c2)cc1
nt | -5% | -2% | O=C1CSC(c2cccc(F)c2)N1c1c(F)cccc1F (stereo not given)
8% | nt | -23% | CCc1ccc2nc(N(Cc3cccnc3)C(=O)Cc3ccccc3)sc2c1
-4% | -12% | 7% | O=C(NNC(=O)c1cccs1)c1csc(N2CCOCC2)n1
nt | 24% | 1% | Cn1c(SCC(=O)Nc2ccccc2)nc2ccccc2c1=O
2% | -3% | -2% | CCCCNC(=O)CCN1N=C(c2ccccc2)CCC1=O
2% | 7% | 9% | Cc1cc(C)c(C(N)=O)c(NC(=O)Nc2ccccc2)n1
-6% | -3% | -11% | CC(C(=O)N(C)Cc1ccccc1)N1CCN(C/C=C/c2ccccc2)CC1 (stereo not given)
nt | -10% | 2% | O=C(NC1CCCC1)C(c1cccnc1)N(C(=O)c1ccco1)c1ccc(F)cc1 (stereo not given)
1% | 23% | -3% | CC(=O)c1c(C)[nH]c(C(=O)OCC(=O)N2CCN(S(=O)(=O)c3ccc(C)cc3C)CC2)c1C
nt | -18% | 4% | CCOC(=O)C1(CCOc2ccccc2)CCN(CC(O)CO)CC1 (stereo not given)

# Later entries.
TDP1 block | N370S GC mod | FEN1 inhibitor | molecule
1% | nt | -25% | CC(C)c1ccc(CNc2nc(-c3ccco3)nn2S(=O)(=O)c2ccccc2)cc1
-3% | -2% | 0% | O=c1cc(N2CCOCC2)[nH]c(=O)n1C1CCCCC1
2% | nt | 2% | CC1CCN(CCCNC(=O)c2cn(C)c3ccc(S(=O)(=O)N(C)C4CCCCC4)cc3c2=O)CC1
-4% | 20% | -8% | Cc1nc(-c2ccc(S(=O)(=O)N3CCN(C(c4ccccc4)c4ccccc4)CC3)s2)cs1
-2% | nt | -13% | CCOc1ccccc1C(=O)Oc1c(S(=O)(=O)c2ccc(C)cc2)c(C)nn1-c1ccccc1
10% | 21% | 8% | O=c1[nH]c(NNC(=S)NC2CCCCC2)nc2c1C1(CCCC1)Cc1ccccc1-2
1% | nt | -19% | COc1ccc(OC)c(NC(=O)CSc2nc3nc(C)cc(C)n3n2)c1
-1% | 0% | 6% | CCOC(=O)c1cc(NC(=O)c2c(C)noc2C)cc(C(=O)OCC)c1
2% | -8% | -2% | Cc1cnc(C(=O)OCC(=O)Nc2ccc(Cl)cc2Cl)cn1
-1% | 12% | -14% | O=C1CCCC(O)=C1N=Nc1ccc2ncsc2c1
-3% | 2% | 2% | c1ccc(Cc2nn3c(COc4ccccc4)nnc3s2)cc1
nt | 3% | 9% | O=c1c2ccccc2nc(-c2ccco2)n1/N=C/c1ccco1
-1% | 1% | 2% | O=C(NCCN1CCCC1)C1(S(=O)(=O)c2ccc(Cl)cc2)CC1
10% | 1% | -5% | Cc1ccccc1OCc1nnc(SCC(=O)Nc2ccc3c(c2)OCO3)n1C
4% | 9% | 0% | Cc1ccc2c(Cl)c(C(=O)Nc3cccnc3)sc2c1

# Among those listed so far, 2 contain a nitro group on carbon.
TDP1 block | N370S GC mod | FEN1 inhibitor | molecule
0% | ? | -21% | Cc1ccc(-c2ccc(/C=C3/NC(=O)NC3=O)o2)cc1[N+](=O)[O-]
3% | -9% | -4% | CNC(=S)N/N=C(\C)c1cccc([N+](=O)[O-])c1

# Other structures.
TDP1 block | N370S GC mod | FEN1 inhibitor | molecule
-4% | -11% | 0% | O=C(CNC(=O)c1ccc(Cl)cc1Cl)OCCOc1ccccc1
8% | nt | 2% | COc1ccc(N2CCN(S(=O)(=O)c3ccc4oc(=O)c5ncn(C)c5c4c3)CC2)cc1
nt | -1% | 9% | COc1ccc(N2C(=O)CC(N(Cc3ccc(S(N)(=O)=O)cc3)C(C)=O)C2=O)cc1 (stereo not given)
10µM* | 4% | -4% | O=C(O)C1C2C=CC(CC2)C1C(=O)O (stereo not given)
8% | ? | -8% | CCOc1ccc2nc(N(CCN(CC)CC)C(=O)/C=C/c3cccs3)sc2c1
-2% | -5% | -7% | COc1cccc(CNC(=O)c2c(C)nn(-c3ccccc3)c2C)c1
7% | nt | 5% | CCN(C(=O)CN1C(=O)c2ccccc2Sc2ccc(C(=O)OC)cc21)c1cccc(C)c1
3% | -15% | 7% | Cn1ccsc1=NC(=O)c1ccc(=O)[nH]c1
nt | 5%[12.8 µM] | -13% | Cc1ccc(Cn2ccc(-c3cnc(-c4ccccc4)s3)n2)cc1
0% | -8% | -2% | CC1CCN(CC(O)COCCC23CC4CC(CC(C4)C2)C3)CC1 (stereo not given)
nt | -15% | -2% | COC(=O)CC(NC(=O)Nc1ccccc1F)c1ccc2c(c1)OCO2 (stereo not given)
2% | -23% | 0% | COc1ccc(C(=O)Nc2ccccc2C(=O)NC(Cc2ccc(O)cc2)C(=O)NNC(=O)c2ccncc2)cc1 (stereo not given)
nt | -10% | -10% | COc1ccc(Cl)cc1NC(=O)CCS(=O)(=O)c1cc2c(cc1C)NC(=O)CO2
5% | nt | -1% | Cc1cc(C)c2c(=O)cc(CSc3n[nH]c(C)n3)[nH]c2c1
3% | -1% | -5% | C/C(=N\OC(=O)c1cccc(Cl)c1)c1sc(C)nc1C
2% | -5% | -2% | CCOC(=O)c1nnc(-c2ccc(C)cc2)nc1Oc1ccc(Cl)cc1Cl
1% | -2% | -12% | CC(C)C[C@@H]1NC(=O)N(CCN2CCOCC2)C1=O
-3% | nt | -14% | COc1ccc(-c2nc(CSc3nnc(C)n4c3cc3occc34)c(C)o2)cc1OC
0% | nt | -4% | O=C(Nc1ccccc1C(F)(F)F)C(O)(c1ccccc1)C1CCCCC1 (stereo not given)
-1% | -10% | -2% | C(#Cc1ccccc1)CN1CCOCC1
nt | -2% | -6% | CCN(CC(=O)Nc1c(F)cccc1F)C(=O)CCSc1ccc(C)cc1
nt | -12% | -5% | CS(=O)(=O)Nc1cccc(C2=NN(C(=O)CCCC(=O)O)C(c3cccs3)C2)c1 (stereo not given)
-1% | 0% | 1% | CCc1ccc[n+](-c2[nH]c(=O)sc2/C=N/N=C(\[O-])c2cccnc2)c1
-1% | 18% | 4% | Cc1ccc(S(=O)(=O)N2c3cc(C)ccc3OCC2C(C)(C)C)cc1 (stereo not given)

# Quoted at random: five records from the list, in no set order.
TDP1 block | N370S GC mod | FEN1 inhibitor | molecule
-1% | -10% | -2% | C(#Cc1ccccc1)CN1CCOCC1
2% | -5% | -2% | CCOC(=O)c1nnc(-c2ccc(C)cc2)nc1Oc1ccc(Cl)cc1Cl
-1% | 18% | 4% | Cc1ccc(S(=O)(=O)N2c3cc(C)ccc3OCC2C(C)(C)C)cc1 (stereo not given)
0% | nt | -4% | O=C(Nc1ccccc1C(F)(F)F)C(O)(c1ccccc1)C1CCCCC1 (stereo not given)
-1% | 0% | 1% | CCc1ccc[n+](-c2[nH]c(=O)sc2/C=N/N=C(\[O-])c2cccnc2)c1

# Screens: PubChem, National Center for Advancing Translational Sciences (NCATS)
